Source: PubChem (National Center for Advancing Translational Sciences (NCATS))
BCR signal inh: blocks chronic active B-cell receptor signaling; 0.05% of 340,000 active; ABC-DLBCL IkBa-CBG/CBR reporter, luminescence ratio, 4 h; Potency, µM (doses to about 46.1 µM), for inactives: top-dose ratio change, negative = lower green/red ratio, actives largely listed as inhibitors; active means well fitted inhibition curve with a large enough effect in the signal ratio, with a control signal flat, not every such curve was filed as active; inconclusive means small, poorly fitted or top-dose-only effect, or effect the other way, or a change in a side signal; the % refers to the signal ratio;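 further: potency means the concentration at half of the fitted maximal effect; plate controls were basal doxycycline-induced cells for no effect and cells given 10 µM MG132 for full effect; MG132 reads +100%, hits lower the ratio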
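Doxycycline induced both beetle luciferases in TMD8 lymphoma cells; IKK-driven degradation limits the IkappaBalpha-fused green signal, while red luminescence normalises for cell number and nonspecific effects. Compounds tested up to 46 uM, 4 hrs.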
Mito fusion yeast: inhibitors of mitochondrial division or activators of mitochondrial fusion; S. cerevisiae fusion-defective mutant growth rescue, CellTiterGlo 48 h; Potency, µM (top dose mostly 46.1 µM), for inactives: at the top dose growth rescue (activation), hits mostly activators; 0.23% of 320,000 active; AID 485298;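 further: potency means the concentration at half of the fitted maximal effect; % of control where 0% means no effect; nearly all actives have a fitted effect of over 45% in size; temperature-sensitive fusion mutants such as fzo1-1 at 37 °C on non-fermentable ethanol glycerol medium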
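Luminescent cell viability in 1536-well qHTS format served as the measure of rescued growth in ts fusion-mutant S. cerevisiae cultured on non-fermentable YPEG for 48 hours at 37C.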
Menin-MLL TR inh: inhibitors of human menin-MLL interaction, mutant MLL peptide | O00255 | Menin + Texas Red MLL mutant peptide, fluorescence polarization | Potency, µM (highest dose often 61.6 µM), inactives show at the top dose FP activity change, negative = inhibition, usual class: inhibitors | 0.23% of 270,000 active | AID 1768; active means well fitted inhibition curve with a large enough effect in the polarisation, with a control signal flat, not every such curve was filed as active; inconclusive means small, poorly fitted or top-dose-only effect, or effect the other way, or a change in a side signal; inactive means no such curve, though single readings can be large or run the other way; the % refers to the polarisation; further: potency means the concentration at half of the fitted maximal effect; % of control where 0% means no effect; many of its hits are not listed in these tables
Eya2 inh: blocks the phosphatase activity of human Eya2 | O00167 | recombinant Eya2, OMFP fluorescence dephosphorylation (OMFP is methylfluorescein phosphate) | Potency, µM (series often up to 76.9 µM), for the others: top-dose activity, negative = inhibition, most hits filed as inhibitors | 0.006% of 330,000 active | AID 488837; further: potency means the concentration at half of the fitted maximal effect; on the % scale 0 is the no-effect control and ±100 the full control effect
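Eya2 (0.2 uM) preincubated 10 min at ambient with compound, then OMFP substrate added at 50 uM; 10 min reaction in 50 mM HEPES pH 7.5, 50 mM NaCl, 5 uM MgCl2, 0.05% BSA, 1 mM DTT. Fluorescence read at Ex 485/Em 525 nm.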
KCNH2 WT inh: blocks the wildtype human KCNH2 potassium channel; Q12809; U2OS, BacMam KCNH2, thallium flux FluxOr; active compounds read low; activity change, % at 1.84 µM; 0.37% of 340,000 active; AID 720551;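 active means maximum activity change below -70%; inconclusive means maximum activity change between -70% and -50%; inactive means maximum activity change above -50%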; further: on the % scale 0 is the no-effect control and ±100 the full control effect
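U2OS cells transduced with wild-type KCNH2 virus are loaded with FluxOr dye for 45 min, and thallium flux is measured in kinetic reads before and after stimulation buffer. Rate constants are normalized to DMSO controls.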
GALK inhibitor: galactokinase (human) inhibition; Purified GALK, Kinase-Glo residual ATP luminescence; Potency, µM (series often up to 57.5 µM), for inactives: at the top dose activity change, negative = inhibition, most hits filed as inhibitors; 0.007% of 270,000 active; AID 1868; further: potency means the concentration at half of the fitted maximal effect; on the % scale 0 is the no-effect control and ±100 the full control effect
Target sequence (P51570 whole entry, looked up): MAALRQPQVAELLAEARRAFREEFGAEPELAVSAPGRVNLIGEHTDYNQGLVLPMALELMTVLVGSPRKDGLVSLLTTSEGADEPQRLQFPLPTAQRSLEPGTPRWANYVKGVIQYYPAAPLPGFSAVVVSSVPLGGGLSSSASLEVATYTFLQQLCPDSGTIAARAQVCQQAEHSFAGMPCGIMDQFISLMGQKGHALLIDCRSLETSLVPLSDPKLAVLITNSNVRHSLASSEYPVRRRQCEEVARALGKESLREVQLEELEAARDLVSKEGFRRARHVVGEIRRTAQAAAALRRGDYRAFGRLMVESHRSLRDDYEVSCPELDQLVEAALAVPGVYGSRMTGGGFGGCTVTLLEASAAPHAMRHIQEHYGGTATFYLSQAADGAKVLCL
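Quantitative HTS: GALK 5 nM, ATP 35 uM, galactose 100 uM, 1 h room temperature, then luciferase-based ATP detection.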
TSHR antagonist: blocks TSH signaling through the human TSH receptor. activity change, negative = inhibition, % at 11.5 µM. 0.2% of 330,000 active. TSHR-expressing cells, TSH-stimulated cAMP HTRF, 2 h; active compounds read low. AID 504810;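 active means activity change below a set negative limit, meaning inhibition stronger than a set level, cut at about -70% in these data; inconclusive means activity change between two set negative limits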; further: on the % scale 0 is the no-effect control and ±100 the full control effect
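Read-out is FRET at 665 nm (cryptate excitation 337 nm) from a cryptate-tagged anti-cAMP antibody, competed by cell cAMP against cAMP-d2. Compounds are tested on freshly harvested TSHR cells challenged with 4nM TSH (EC80) for 2 hours at 37 deg C.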
ASM inhibitor: inhibitors of human secretory acid sphingomyelinase; P17405; placental ASM, HMU-PC fluorogenic substrate, 60 min; Potency, µM (doses to about 57.5 µM), without a hit: at the highest dose activity change, negative = inhibition, usual class: inhibitors; 0.006% of 340,000 active; further: potency means the concentration at half of the fitted maximal effect
Target sequence (P17405 47-631 limits assumed): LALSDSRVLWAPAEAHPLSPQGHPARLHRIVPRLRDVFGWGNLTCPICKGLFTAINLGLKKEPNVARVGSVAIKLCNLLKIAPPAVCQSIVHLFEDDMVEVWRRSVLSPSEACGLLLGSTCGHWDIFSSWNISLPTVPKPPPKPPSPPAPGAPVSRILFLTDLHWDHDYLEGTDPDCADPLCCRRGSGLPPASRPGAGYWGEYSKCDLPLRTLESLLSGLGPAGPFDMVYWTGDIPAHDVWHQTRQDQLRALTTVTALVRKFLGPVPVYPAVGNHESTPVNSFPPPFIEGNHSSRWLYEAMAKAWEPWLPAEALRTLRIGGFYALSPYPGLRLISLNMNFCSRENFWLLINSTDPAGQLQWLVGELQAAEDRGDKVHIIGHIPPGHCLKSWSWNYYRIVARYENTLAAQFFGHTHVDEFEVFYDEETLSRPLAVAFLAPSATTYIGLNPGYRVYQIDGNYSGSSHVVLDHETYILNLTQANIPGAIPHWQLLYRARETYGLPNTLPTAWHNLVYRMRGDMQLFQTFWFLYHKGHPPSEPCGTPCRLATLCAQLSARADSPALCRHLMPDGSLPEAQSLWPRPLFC
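Human placenta-derived ASM preincubated with compound 10 min at room temperature, then reacted with 9 uM (final) fluorogenic HMU-PC substrate for 60 min at 37 C. Stop solution raises pH to 10; fluorescence read at Ex 386/Em 447 nm.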
MBNL1-CUG inh: blocks human MBNL1 binding to CUG repeat RNA; Q9NR56; TR-FRET MBNL1-His/biotin-(CUG)12 binding, 665/545 ratio; Potency, µM (titrated, usually from 57.5 µM), for the others: at the top dose activity change, negative = inhibition, hits mostly inhibitors; 0.036% of 280,000 active; active means well fitted inhibition curve with a large enough effect in the signal ratio, with a control signal flat, not every such curve was filed as active; inconclusive means small, poorly fitted or top-dose-only effect, or effect the other way, or a change in a side signal; inactive means no such curve, though single readings can be large or run the other way; the % refers to the signal ratio; further: potency means the concentration at half of the fitted maximal effect; on the % scale 0 is the no-effect control and ±100 the full control effect
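TR-FRET between His-tagged MBNL1 and biotin-(CUG)12 RNA, detected with Tb anti-His antibody (0.055 ng/ul) and streptavidin-XL665 (5 nM), 60 min at room temperature. Compounds titrated 92 nM to 58 uM; 665/545 nm ratio normalized to buffer and complex controls.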
PKM2 act: increases activity of human pyruvate kinase M2; purified PKM2, Kinase-Glo ATP luminescence, activation; response scale: 0% is enzyme alone, no compound; Potency, µM (titrated, usually from 57.5 µM), for inactives: at the top dose activation, usual class: activators; 0.34% of 260,000 active; AID 1631; further: potency means the concentration at half of the fitted maximal effect; on the % scale 0 is the no-effect control and ±100 the full control effect; nearly all actives have a fitted effect of over 55% in size
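hPK-M2, >95% pure; 0.1 mM ADP / 0.5 mM PEP final; imidazole pH7.2 buffer w/ 7 mM MgCl2, 50 mM KCl; 1 h RT; Kinase-Glo lum. Intermediate enzyme activity for dual inhibitor/activator qHTS.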
USP2a block: USP2a (human) protease inhibition; USP2 core, Ub-CHOP2 coupled fluorogenic reporter, 485/531; Potency, µM (top dose mostly 38.3 µM), inactives show at the top dose activity change, negative = inhibition, hits mostly inhibitors; 0.01% of 330,000 active;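 further: potency means the concentration at half of the fitted maximal effect; plate controls were DMSO wells for no effect and full inhibition by NEM control for full effect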
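USP2 core (10nM final) preincubated 30min RT with compound in 20mM Tris-HCl pH 8.0, 2mM CaCl2, 2mM beta-mercaptoethanol, 0.05% CHAPS; 25nM Ub-CHOP2 plus 25nM reporter substrate added, fluorescence (Ex485/Em531) read after 60min.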
Numbers without * were called inactive; i = inactive; ? = inconclusive; · = no result given; [ ] = remark or other dose. Unless noted, the call rests on the fitted dose curve; in most records, active means well fitted curve in the direction sought with a large enough effect; inconclusive means small, poorly fitted or top-dose-only effect, or another doubt; inactive means no such curve, though single readings can be large; an effect the other way counts as inactive or inconclusive.

The opening four compounds (preview)
Values run as follows: BCR signal inh | Mito fusion yeast | Menin-MLL TR inh | Eya2 inh | KCNH2 WT inh | GALK inhibitor | TSHR antagonist | ASM inhibitor | MBNL1-CUG inh | PKM2 act | USP2a block
#1 CN(C)/C=C(\C=O)c1onc(-c2ccccc2Cl)c1C#N
  ? | -8% | 2% | 4% | -1 | -2% | -1 | 0% | · | -7% | 0%
#2 CC(C)OC(=O)c1ccc(NC(=O)c2ccco2)cc1
  ? | 10% | · | 20% | 9 | -1% | -4 | -1% | -4% | -1% | 4%
#3 CCC(=O)Nc1ccc(C=C(C(C)=O)C(C)=O)cc1
  -14% | -2% | · | 1% | 4 | -2% | -11 | 7% | -9% | 3% | -1%
#4 Cc1ccc(C(=O)C2CCN(CC(=O)Nc3nc(C)cs3)CC2)cc1
  0% | -5% | 9% | -8% | 4 | -1% | -5 | 2% | 2% | -2% | 0%

Results, previewed entries included:
Values run as follows: BCR signal inh | Mito fusion yeast | Menin-MLL TR inh | Eya2 inh | KCNH2 WT inh | GALK inhibitor | TSHR antagonist | ASM inhibitor | MBNL1-CUG inh | PKM2 act | USP2a block
#1 CN(C)/C=C(\C=O)c1onc(-c2ccccc2Cl)c1C#N
  ? | -8% | 2% | 4% | -1 | -2% | -1 | 0% | · | -7% | 0%
#2 CC(C)OC(=O)c1ccc(NC(=O)c2ccco2)cc1
  ? | 10% | · | 20% | 9 | -1% | -4 | -1% | -4% | -1% | 4%
#3 CCC(=O)Nc1ccc(C=C(C(C)=O)C(C)=O)cc1
  -14% | -2% | · | 1% | 4 | -2% | -11 | 7% | -9% | 3% | -1%
#4 Cc1ccc(C(=O)C2CCN(CC(=O)Nc3nc(C)cs3)CC2)cc1
  0% | -5% | 9% | -8% | 4 | -1% | -5 | 2% | 2% | -2% | 0%
#5 CN1CCN(CC(=O)Nc2nnc(-c3cccs3)s2)CC1
  -5% | -6% | 6% | 3% | -5 | 0% | 7 | 2% | ? | 0% | 1%
#6 CCN(C[C@H]1N[C@@](C)(C(=O)OC)[C@H]2C(=O)N(C)C(=O)[C@@H]12)C(=O)C1CCCCC1
  -1% | · | · | -4% | 2 | · | 2 | 10% | · | · | 1%
#7 O=C(NCc1ccc2c(c1)OCO2)c1ccc(CN2CCc3ccccc3C2)cc1
  3% | -8% | -15% | -15% | 12 | 0% | 32 | -3% | -1% | 7% | -11%
#8 O=C(NCc1ccccc1)C(c1ccncc1)N(C(=O)c1ccccn1)c1ccccc1 (configuration not stated)
  -4% | -2% | -23% | -20% | -4 | 15% | 30 | -1%[11.5 µM] | 0% | -2% | 3%
#9 CCCCN(C(=S)SC)C1CCS(=O)(=O)C1 (configuration not stated)
  0% | ? | · | 6% | 1 | -3% | -9 | 3% | -5% | 1% | -1%
#10 Cc1ccc(S(=O)(=O)N(C)C)cc1NC(=O)COC(=O)CSc1ccccc1
  2% | -3% | · | 10% | 21 | · | 9 | 1% | · | · | -1%
#11 CCC(=O)NC(=S)NNC(=O)c1ccccc1[N+](=O)[O-]
  5% | -6% | -2% | 16% | 4 | 1% | -8 | 3% | · | -2% | 0%
#12 CCn1c(COc2cc(C)cc(C)c2)nnc1SCC(=O)N1CCN(c2ccccc2)CC1
  0% | -2% | -27% | -13% | 7 | 0% | -4 | -4% | -8% | 0% | 2%
#13 Cn1c(CCN2CCN(c3ccccn3)CC2)nc2cc(NS(=O)(=O)c3ccc(Cl)cc3)ccc21
  ? | 3% | -8% | 2% | -80* | -4% | -12 | -2% | -22% | · | -1%
#14 C=CCN(CC=C)C(=O)C[n+]1ccc(C(N)=O)cc1
  -1% | 0% | · | -2% | 3 | -1% | -6 | 4% | ? | -5% | -2%
#15 CC1=C(C)C(OCCBr)N(c2cc(O)c(Cl)cc2F)C1=O (configuration not stated)
  -4% | 4% | · | 1% | -2 | 5% | 2 | 3% | 1% | -4% | 3%
#16 O=S(=O)(c1cccs1)N1CCN(c2ccccc2)CC1
  9% | 3% | 6% | 4% | -1 | -3% | -6 | 0% | 1% | 15% | -1%
#17 O=C(NCC(c1ccco1)N1CCN(c2ccccc2)CC1)c1cccs1 (configuration not stated)
  -1% | 6% | · | -19% | 0 | · | 7 | · | · | · | -2%
#18 O=C(C1CC12CCCC2)N1CCC(CO)(Cc2ccccc2Cl)CC1 (configuration not stated)
  -2% | 6% | ? | -1% | 31 | 0% | -9 | 4% | -3% | 5% | 0%
#19 COc1cccc(C(C(=O)NC2CCCCC2)N(C(=O)c2ccco2)c2ccccc2OC)c1 (configuration not stated)
  -13% | 3% | · | -21% | 1 | 2% | -12 | -9% | -2% | · | 1%
#20 COc1ccc(C(=O)NCCSCc2ccccc2C)cc1
  -13% | 0% | 21% | ? | 2 | 1% | -7 | 2% | 3% | -7% | 1%
#21 CCn1cc(/C=C(\NC(=O)c2ccc(OC)c(OC)c2)C(=O)N2CCOCC2)c2ccccc21
  0% | 6% | ? | -2% | -10 | -4% | 14 | 2% | ? | · | 0%
#22 CCC(C(=O)NC(C)(C)C)N(C(=O)Cn1nnc(-c2ccccc2F)n1)c1cnc2ccccc2c1 (configuration not stated)
  2% | ? | -6% | 5% | -12 | 1% | 2 | 5% | 1% | · | 1%
#23 CC(C)CC(=O)NC(NC(=S)Nc1sc2c(c1C#N)CCCC2)C(Cl)(Cl)Cl (configuration not stated)
  16% | -5% | ? | -8% | -1 | -6% | -46 | -24% | 63%[activator] | -5% | 1%
#24 Cc1onc(-c2c(Cl)cccc2Cl)c1C(=O)Nc1ccc2c(c1)OCCO2
  -2% | 6% | 13% | -27% | 11 | -1% | -12 | -2% | -8% | 1% | 1%
#25 C=CCn1c(SC(F)F)nc2scc(-c3ccco3)c2c1=O
  ? | -21% | 15% | 4% | -9 | -1% | -2 | -2% | 3% | 2% | 1%
#26 CCCCCC(C)n1[nH]c(=O)c2c(C)cc(C)nc21 (configuration not stated)
  -8% | 7% | -1%[11.7 µM] | -1% | -12 | 2% | -2 | -1% | -10% | -17% | 0%
#27 O=C(Cn1cnc2c(OCc3ccccc3)ncnc21)NCCc1c[nH]c2ccccc12
  0% | · | · | 3% | 0 | · | -2 | -21% | · | · | 1%
#28 Cc1occc1C(=O)NNC(=O)c1ccc(F)cc1
  -3% | -3% | 19% | 6% | -8 | -1% | 1 | -2% | 1% | -3% | 2%
#29 O=C(Nc1ccc(O)c2c(=O)cc(-c3ccccc3Cl)oc12)c1ccc(Cl)cc1Cl
  -2% | 7% | -20% | -4% | 3 | 4% | -10 | -1% | -4% | -3% | 2%
#30 COCCCn1c(=N)c(C(=O)NCC2CCCO2)cc2c(=O)n3cccc(C)c3nc21 (configuration not stated)
  -10% | -5% | -26% | -6% | -5 | 3% | 17 | i | ? | 0% | 3%
#31 O=C(NC1CCCCC1)C(c1ccc(O)cc1)N(C(=O)c1cnccn1)c1cccc(F)c1 (configuration not stated)
  7% | 8% | 16% | 8% | 2 | 14% | 5 | -2% | -3% | -1% | -4%
#32 NC(=O)Cn1ccc(O)c(Cc2ccc(Cl)cc2Cl)c1=O
  4% | -7% | -3% | 0% | -2 | 1% | 2 | 2% | -9% | · | 2%
#33 CCOC(=O)N1CCC(NC(=O)CN2C(=O)CCSc3ccccc32)CC1
  1% | 0% | -3% | 9% | -2 | 1% | 5 | 4% | -1% | -3% | 2%

An excerpt. The share of hits here may be higher or lower than overall.
